Vif-APOBEC3G blk: inhibitors of Vif-APOBEC3G interaction; Q9HC16; actives 0.076% (n = 410,000); Potency, µM (series often up to 46.1 µM), without a hit: at the highest dose activity, negative = active, usual class: inhibitors; HeLa A3G-eYFP + Vif (tagged APOBEC3G with the HIV-1 protein that degrades it), YFP fluorescence, overnight;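 note: potency is the fitted concentration of half-maximal effect; % is set by controls: 0 for no effect and ±100 for the full control effect; nearly all actives have a fitted effect of over 60% in size; hits raise eYFP signal because A3G escapes Vif-driven loss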
Target sequence (Q9HC16 whole entry, looked up): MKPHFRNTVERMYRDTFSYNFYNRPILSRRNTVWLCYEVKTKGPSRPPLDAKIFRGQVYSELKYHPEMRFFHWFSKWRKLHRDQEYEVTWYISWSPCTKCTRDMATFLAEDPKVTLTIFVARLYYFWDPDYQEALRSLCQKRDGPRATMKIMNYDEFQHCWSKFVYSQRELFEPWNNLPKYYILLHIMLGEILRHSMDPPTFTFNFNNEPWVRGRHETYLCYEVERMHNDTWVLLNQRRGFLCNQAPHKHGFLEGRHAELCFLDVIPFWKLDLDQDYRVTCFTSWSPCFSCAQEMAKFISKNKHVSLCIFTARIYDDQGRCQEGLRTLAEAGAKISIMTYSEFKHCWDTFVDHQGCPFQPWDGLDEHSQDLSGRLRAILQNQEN
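Read-out is eYFP fluorescence (Ex 488/Em 500-530) from Vif-expressing HeLa A3G-eYFP cells; more signal means A3G escaped Vif-mediated degradation. Cells plated overnight, compound pinned in, incubated overnight at 37 deg C.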
D2 potentiator: positive allosteric modulators of human D2 dopamine receptor; HEK293 T-REx D2, calcium flux, EC20 dopamine potentiation; potentiation, % at 10 µM; actives 0.34% (n = 340,000);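 active = potentiation over 3 SD above the plate norm, cut at about 30% in these data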; note: 0% is about no effect
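Potentiation of an EC20 dopamine calcium response measured kinetically over 180 s, after a preceding 180 s compound-only read flagging agonists. Cells: inducible Hek293 Trex D2 line, 4000/well, cultured overnight at 30 C before dye loading.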
D1 antagonist: human D1 dopamine receptor antagonism. HEK293 TREx D1 cells, calcium flux, dopamine EC80; stronger effect = lower value. activity change, negative = inhibition, % at 10 µM. actives 3.2% (n = 360,000); in the data active = activity change below about -30%; note: % is set by controls: 0 for no effect and ±100 for the full control effect
Target sequence (P21728 whole entry, looked up): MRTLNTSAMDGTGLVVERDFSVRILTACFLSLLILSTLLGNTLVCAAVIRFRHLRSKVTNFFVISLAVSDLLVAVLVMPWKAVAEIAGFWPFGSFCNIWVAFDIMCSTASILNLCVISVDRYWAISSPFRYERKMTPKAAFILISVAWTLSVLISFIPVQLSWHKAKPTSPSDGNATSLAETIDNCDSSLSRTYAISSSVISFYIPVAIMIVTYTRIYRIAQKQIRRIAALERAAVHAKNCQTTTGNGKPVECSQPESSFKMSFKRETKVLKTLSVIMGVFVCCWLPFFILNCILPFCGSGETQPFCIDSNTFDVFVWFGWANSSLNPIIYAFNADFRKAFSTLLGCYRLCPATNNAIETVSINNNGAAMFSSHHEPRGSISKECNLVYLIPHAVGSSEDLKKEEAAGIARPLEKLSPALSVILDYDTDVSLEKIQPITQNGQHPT
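Allosteric or orthosteric antagonism assessed as attenuation of the calcium response to EC80 dopamine, added 180 s after compound, in induced HEK293 Trex D1 cells loaded with no-wash calcium dye.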
D1 ag: human D1 receptor agonism. HEK293 T-REx D1 cells, calcium flux, agonist mode. AID 504660. activation, % at 2 µM. actives 1% (n = 360,000); in the data active = activation above about 30%; note: 0% is about no effect
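Inducible HEK293 T-REx D1 cells, force-coupled to calcium signalling, were plated at 4000 cells/well with tetracycline and held overnight at 30 C. After no-wash calcium dye loading, compound-evoked calcium rise over 180 s flagged agonists.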
LDHA block: LDHA (human) enzyme inhibition; P00338; purified LDHA, NADH/diaphorase-resazurin fluorescence; stronger effect = lower value; activity change, % (values are at about 110 or 230 µM); actives 0.15% (n = 480,000); in the data active = activity change below about -30%; inconclusive = mostly about -25% to -30%;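 note: plate controls were DMSO wells for no effect and wells without enzyme for full effect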
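Human LDH5 at 2 nM final in Tris HCl pH 7.4 with 0.06 mM NADH and 0.2 mM pyruvate, reacted 5 minutes at room temperature. Remaining NADH coupled via diaphorase/resazurin; resorufin fluorescence read at 0 and 20 minutes, normalized to enzyme-free and DMSO wells.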
RXFP1 agonist: agonists of human relaxin receptor RXFP1; actives 0.3% (n = 370,000); Potency, µM (highest dose often 57.5 µM), for the others: at the highest dose activation, usual class: activators; HEK293T-RXFP1 cAMP TR-FRET, 30 min; response scale: percent of porcine relaxin response, buffer zero; Q9HBX9; note: potency is the fitted concentration of half-maximal effect; % is set by controls: 0 for no effect and ±100 for the full control effect; nearly all actives have a fitted effect of over 60% in size; many of its hits are not listed in these tables
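cAMP rise read by TR-FRET after 30 min, 37C compound exposure (up to 58 uM) in RXFP1-transfected HEK293 cells with Ro 20174 present. EC50 from Hill-equation fits, with 29 nM porcine relaxin as 100% and buffer as basal.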
D1 PAM: human D1 dopamine receptor positive modulation; AID 504651; actives 0.036% (n = 360,000); HEK293 TREx D1 cells, calcium flux, dopamine EC20 potentiation; potentiation, % at 10 µM; P21728; in the data active = potentiation above about 30%; note: 0% is about no effect
GRP78 ERSR act: induces the endoplasmic reticulum stress response in human glioma cells | U87-MG GRP78 promoter luciferase reporter, 16 h | Potency, µM, for the others: at the top dose activation, usual class: activators | actives 0.02% (n = 420,000) | AID 602332; note: potency is the fitted concentration of half-maximal effect; series mostly up to about 76 µM; % of control where 0% means no effect; nearly all actives have a fitted effect of over 35% in size
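ERSR induction read as luciferase luminescence (Bright-Glo, 10 min at room temperature) in stably transfected human U87-MG glioma cells exposed to compounds for 16 h, using GRP78 as sensor.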
Vif-A3F inh: inhibitors of Vif-A3F interaction; HeLa A3F-eYFP + Vif (tagged APOBEC3F with the HIV-1 protein that degrades it), YFP fluorescence increase; actives 0.2% (n = 390,000); AID 602313; Potency, µM (highest dose often 46.1 µM), for inactives: top-dose activity, negative = active; note: potency is the fitted concentration of half-maximal effect; % of control where 0% means no effect; nearly all actives have a fitted effect of over 65% in size
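Fluorescence increase (Ex 488/Em 500-530) after overnight compound treatment at 37 deg C flags inhibition of Vif-driven A3F-eYFP loss in stable HeLa A3F-eYFP/Vif cells seeded overnight beforehand.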
* hit, by the source's call; ? = inconclusive; . = no result given; & = joins results of further samples. Unless noted, calls come from the whole dose curve; as a rule, active = well fitted curve in the direction sought with a large enough effect; inconclusive = small, poorly fitted or top-dose-only effect, or another doubt; inactive = no such curve, though single readings can be large; an effect the other way counts as inactive or inconclusive.

Below each SMILES – Vif-APOBEC3G blk | D2 potentiator | D1 antagonist | D1 ag | LDHA block | RXFP1 agonist | D1 PAM | GRP78 ERSR act | Vif-A3F inh
- CC(C)c1ccc(-c2nn[nH]n2)cc1
    1% | 17 | 8 | 2 | 4 | 2.1% | -5 | 6% | -9%
- COc1ccc(Cc2nnc(SCC(=O)NCc3ccco3)o2)cc1
    0% | -5 | -12 | 3 | -6 | 3.2% | -8 | -3% | 0%
- CCCCNS(=O)(=O)c1ccc(NC(=O)Cc2ccccc2[N+](=O)[O-])cc1
    -1% | 14 | -9 | 3 | -12 | 4.3% | 3 | -3% | -11%
- Cc1c(CN2CCN(CC(C)C)C(CCO)C2)[nH]c2ccc(Cl)cc12 (configuration not stated)
    -3% | -6 | 0 | 4 | -2 | -3.2% | -2 | 0% | -5%
- CCOc1ccc(Cn2nnc(C(=O)Nc3ccc(OC)cc3OC)c2N)cc1
    -1% | 6 | 16 | 6 | 2 | -0.2% | -1 | -4% | -11%
- CN(C)c1cccc(C(=O)OCCNC(=O)c2cccc(S(=O)(=O)N3CCOCC3)c2)c1
    0% | 18 | -26 | 10 | 0 | 1.3% | 0 | -3% | -19%
- O=C(O)CNC(=O)c1ccc(Sc2ccccc2)c([N+](=O)[O-])c1
    3% | 0 | 17 | 0 | -4 | -0.7% | -8 | -3% | 7%
- CC12CN3CC(C)(CN(C1)C3c1ccc3ccccc3c1O)C2=O (configuration not stated)
    5% | . | -5 | 2 | 22 | 2.1% | 4 | -11% | 1%
- COc1ccc(/C=C(/C(=O)c2cccs2)N2C=CC=CC2=C(C#N)C#N)cc1
    ? | 3 | -24 | 1 | -11 | -0.1% | -7 | -7% | ?
- COc1ccc2[nH]c(C(=O)NCCN3CCOCC3)cc2c1
    1% | 1 | -22 | 2 | 3 | 3.7% | -6 | 4% | -18%
- COc1cc(NC(=O)c2cc(-c3cccc(Cl)c3)on2)c(OC)cc1Cl
    2% | 1 | -1 | 20 | -3 | -2.9% | -2 | -1% | 1%
- O=C(NCc1ccccc1)C1=C[C@H](c2csc3ccccc23)C[C@H](OCc2ccc(CO)cc2)O1
    2% | -3 | 1 | 5 | -13 | 0.0% | -7 | -3% | 2%
- Cc1ccc(C(=O)Nc2cc(C)nn2CCC#N)cc1
    0% | . | 30 | 1 | -2 | 2.9% | -9 | -3% | ?
- CC(C)(C)NC(=O)CC1C[C@H](C(=O)N2CCOCC2)[C@@]2(CCC3CCCC3)c3[nH]c4ccccc4c3CCN2C1=O (some centres not stated)
    -2% | . | . | . | -6 | . | . | -2% | 6%
- Cc1cc(NC(=O)CCCC(=O)Nc2ccc(F)cc2)no1
    2% | -1 | 3 | -1 | -9 | 0.7% | -4 | -5% | 2%
- CN(C)c1ccc(C#Cc2ccc3cc(CCO)oc(=O)c3c2)cc1
    -6% | -4 | . | 0 | -3 | ? | 6 | -2% | 1%
- CCOc1ccc(NC(=O)c2nn(-c3ccc(OC)cc3OC)c(=O)c3ccccc23)cc1
    . | 8 | 9 | 5 | 7 | 1.8% | -6 | . | .
- COc1ccc(NC(=O)CN2C(=O)CSc3ccc(S(=O)(=O)N4CCCC4)cc32)cc1OC
    1%&1% | -5&-3 | 4&-14 | 1&1 | -1&0 | 5.9%&-0.6% | -6&-2 | 1%&-2% | -9%&1%
- COc1ccc2oc(=O)c(-c3cn4c(n3)sc3cc(F)ccc34)cc2c1
    0% | 1 | 4 | 4 | 6 | 2.2% | 0 | 0% | 1%
- COC(=O)C[C@H]1C[C@H]2c3cc(NC(=O)Cc4ccncc4)ccc3O[C@H]2[C@@H](CO)O1
    -1% | . | . | . | 8 | . | . | -7% | -2%
- C=CCN1C(=O)c2ccc(C(=O)N3CCN(S(=O)(=O)c4cc(C)ccc4C)CC3)cc2C1=O
    1% | 14 | -4 | 6 | -1 | -1.1% | -2 | -5% | -2%
- O=C(CSc1nc2ccccc2nc1Cc1ccccc1)N1CCN(c2ccccc2)CC1
    -3% | -4 | 4 | 0 | -6 | 10.0% | 0 | -4% | -5%
- Cc1cccc(NC(=S)NC23CN4CN(CN(C4)C2)C3)c1C
    2% | 11 | -11 | 3 | -10 | 0.5% | -16 | 1% | 8%
- Cc1cc(NS(C)(=O)=O)c(=O)n(Cc2cccc(F)c2)c1
    -9% | 9 | -10 | 1 | 3 | 0.2% | 1 | -1% | -6%
- COCCn1nnnc1CN1CCN(C(=O)c2ccco2)CC1
    -7% | 5 | 7 | 1 | 2 | 1.1% | 5 | -1% | -7%
- COc1ccc([N+](=O)[O-])cc1Nc1ncnc2ccccc12
    -1% | 16 | -13 | 1 | -2 | 2.3% | -1 | 0% | 0%
- N#Cc1ccc(C23CC4(C2)[C@H](CN(Cc2ccc(-c5ccccc5)cc2)[C@@H]4c2ccccc2)C3c2ccc(C(F)(F)F)cc2)cc1 (some centres not stated)
    1% | -1 | 1 | 2 | 0 | 1.7% | -2 | -1% | -4%
- O=C1N=C(N2CCN(c3ccccc3)CC2)S/C1=C/c1ccco1
    -20% | 3 | 0 | 0 | -1 | 3.7% | -1 | 0% | 12%
- CC(O)c1nc2ccccc2n1C/C=C/c1ccccc1 (configuration not stated)
    1% | 4 | 11 | 4 | -10 | 2.5% | -1 | -2% | 0%
- CC(Oc1ccc(Cl)cc1Cl)C(=O)NCCC1=CCCCC1 (configuration not stated)
    1% | -12 | 3 | 5 | -4 | 3.3% | -4 | -4% | -3%
- O=C(c1ccco1)N1CCN(C(=O)c2ccc(CS(=O)c3ccc(Br)cc3)o2)CC1 (configuration not stated)
    0% | . | . | . | -6 | . | . | -7% | -2%
- COc1ccc(CCn2c(S)nc3ccccc3c2=O)cc1
    -11% | -2 | -4 | 0 | 1 | ? | 8 | -9% | -26%
- C=CCNC(=O)NC(=O)COC(=O)c1ccccc1Sc1ccc(C(F)(F)F)cc1[N+](=O)[O-]
    1% | 5 | -1 | 4 | -9 | -1.2% | 0 | 2% | 2%
- CC(=O)c1cc(Cl)ccc1OC(=O)c1ccco1
    2% | -2 | 1 | 0 | 0 | 0.0% | 14 | 0% | 1%
- COc1ccc(OCC(=O)Nc2ccc(C)cc2)cc1
    1% | -5 | 14 | 1 | -2 | -1.2% | -11 | 0% | 8%
- Cn1nc(C(=O)NCC2COc3ccccc3O2)c2ccccc2c1=O (configuration not stated)
    3% | -1 | -3 | 1 | 0&-1 | 0.6% | -1 | -1% | 0%
- CC(C)CCOC(=O)C(C)Sc1n[nH]c(=O)[nH]c1=O (configuration not stated)
    5% | -17 | 15 | 3 | -2 | 3.8% | 3 | 0% | 4%
- CN(c1nc(-c2ccccc2)cs1)C1CCS(=O)(=O)C1 (configuration not stated)
    -5% | 3 | 0 | -1 | -1 | -0.2% | 2 | 3% | 9%
- CC(C)C[C@@H](CN1CCCC1CN1C(=S)NC[C@@H]1Cc1ccc(O)cc1)N1C[C@H](Cc2ccccc2)N(CC2CCCCC2)C1=S (some centres not stated)
    5% | . | . | . | -4 | . | . | 4% | -1%
- CCc1c(C)nc(N2CCN(c3ccc(Cl)cc3)CC2)[nH]c1=O
    -3% | 10 | -13 | 10 | -2 | 2.5% | 3 | -5% | -17%
- Cc1ccc(C(=O)N/C(=C\c2ccco2)C(=O)NCCCn2ccnc2)cc1
    -1% | 0 | 18 | 4 | -3 | 0.4% | 2 | -4% | 2%
- Cc1cccc(C)c1NC(=O)CSc1nnc(NC(=O)CN2CCOCC2)s1
    1% | 8 | 11 | -1 | 1 | -0.9% | -2 | -5% | -11%
- CCOC(=O)C1CCN(C(=O)CN(c2ccc3c(c2)OCCO3)S(=O)(=O)c2ccccc2)CC1
    -3% | -3 | -19 | 3 | -16 | 0.3% | -4 | 0% | -4%
- O=C1NCCN1Cc1cccc(Cl)c1
    -1% | -15 | -2 | 1 | -7 | 2.1% | 11 | -3% | 0%
- Cc1ccc(S(=O)(=O)N2CCCCC2)cc1NC(=O)c1ccncc1
    -4% | 8 | -2 | 1 | -4 | -0.2% | 4 | 2% | -5%
- CN(C)c1oc(-c2ccco2)nc1C#N
    1% | 3 | -8 | -1 | -2 | 4.1% | 1 | -3% | 1%
- O=C(O)c1ccccc1SCc1nc2ccccn2c1Br
    0% | 0 | 20 | 1 | -12 | 4.4% | -6 | -4% | 7%
- COC(=O)c1c(N)n(-c2ccc(NC(C)=O)cc2)c2nc3ccccc3nc12
    -1% | 1 | -1 | 1 | 2 | 1.2% | -8 | -4% | 4%
- CC(C)Sc1ncnc2[nH]ncc12
    -1% | . | . | . | -6 | . | . | -4% | -18%
- COC(=O)c1ccc(NC(=O)C2CC(=O)OC2c2ccccc2)cc1 (configuration not stated)
    -5% | -15 | -6 | 4 | -5 | -2.2% | 4 | -4% | 1%

The results go on:
Below each SMILES – Vif-APOBEC3G blk | D2 potentiator | D1 antagonist | D1 ag | LDHA block | RXFP1 agonist | D1 PAM | GRP78 ERSR act | Vif-A3F inh
- CCOc1ccccc1C(=O)n1nc2nc(C)cc(C)c2c1N
    1% | 4 | -3 | 0 | -4 | 0.3% | -7 | -2% | -6%
- CC(NC(=O)COC(=O)COc1ccc(C(=O)c2ccccc2)cc1)c1ccccc1 (configuration not stated)
    -13% | 5 | -21 | 10 | 3 | 2.5% | -3 | -3% | -13%
- CCOc1cc(NC(=S)NC)c(OCC)cc1NC(=O)c1cccs1
    1% | 4 | 7 | 3 | -2 | 5.6% | -3 | -2% | 1%
- COc1ccccc1CNC(=O)COc1ccc(S(=O)(=O)N2CCCC2)cc1
    -1% | -6 | 4 | 0 | -7 | -3.1% | -2 | -3% | 7%
- COc1ccc(CN(C(=O)CSc2nnc(-c3ccccc3C)o2)c2ccc(F)cc2)cc1
    -4% | 6 | 2 | 17 | -6 | -1.9% | -5 | -13% | -10%
- Cc1cccc(NC(=O)c2nc[nH]c2C(=O)NCCCNC(=O)c2[nH]cnc2C(=O)Nc2cccc(C)c2)c1
    0% | . | . | . | -1 | . | . | -4% | 3%

Assay outcomes: PubChem, National Center for Advancing Translational Sciences (NCATS)

The list is partial; count on the stated rates, not on these rows.
